From PubChem
TGFb inhibitor = inhibitors of TGF-b signaling; 410,000 tested, 1.2% active; AID 588855; Potency, µM (titrated, usually from 46.1 µM), for the others: top-dose activity, negative = inhibition, usual class: inhibitors; HepG2 CAGA-GFP TGF-b/SMAD3 reporter, GFP fluorescence, 18 h; TGF-beta stimulated, 500 pg/mL final; note: potency is the fitted concentration of half-maximal effect; % is set by controls: 0 for no effect and ±100 for the full control effect; nearly all actives have a fitted effect of over 65% in size
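Cell-based qHTS in HEPG2 carrying a CAGA-GFP Smad reporter; compounds added before 500 pg/mL final TGF-beta, 18 h incubation at 37 degrees C, GFP fluorescence quantified per cell by imaging cytometry.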
A549 tox = counter-screen for Nrf2 inhibitors: cytotoxicity in A549 cells. AID 504648. Potency, µM (top dose mostly 46 µM), without a hit: at the top dose activity change, negative = cytotoxicity, most hits filed as inhibitors. 390,000 tested, 0.16% active. A549 ARE-Fluc cells, CellTiter-Fluor viability, 18-24 h; note: potency is the fitted concentration of half-maximal effect; % is set by controls: 0 for no effect and ±100 for the full control effect
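A549 ARE_Fluc cells in 5% FBS OPTI-MEM were exposed to compounds in concentration-response for 18-24 h at 37 deg C. Viability was read by CellTiter-Fluor fluorescence (Ex 405/Em 525) after 30 min, before the luciferase read.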
HepG2 tox = kills HepG2 cells in TGF-b inhibitor counter-screen. HepG2 CAGA-GFP viability, ATP luminescence, 18 h. AID 588856. Potency, µM (top dose mostly 46.1 µM), without a hit: at the highest dose activity change, negative = cytotoxicity, usual class: cytotoxic. 410,000 tested, 0.76% active; note: potency is the fitted concentration of half-maximal effect; some results filed as inactive show a strong effect at the top dose
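HepG2 CAGA-GFP cells (1000/well, DMEM with 1% FBS) received compound, then TGF-beta at 500 pg/mL final, and were incubated 18 hours at 37 degrees C. Viability was read by CellTiter-Glo luminescence. Media-only wells were set as complete cell-killing and DMSO as no toxicity.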
Nrf2 inh = Nrf2 pathway inhibition. A549 ARE-Fluc reporter, luciferase luminescence, 18-24 h. Potency, µM (highest dose often 46 µM), for the others: at the highest dose activity change, negative = inhibition, actives largely listed as inhibitors. 360,000 tested, 2.1% active; note: potency is the fitted concentration of half-maximal effect; % is set by controls: 0 for no effect and ±100 for the full control effect; nearly all actives have a fitted effect of over 60% in size
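Concentration-response testing used A549 ARE_Fluc cells at 5000 cells/well. Following an 18-24 h compound incubation, viability was read by fluorescence (Ex 405/Em 525) and luciferase output by luminescence.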
Mm-Cpn inhibitor = M. maripaludis TRiC chaperonin inhibition; Potency, µM (doses to about 76.9 µM), for inactives: top-dose activity, negative = inhibition, most hits filed as inhibitors; 330,000 tested, 0.031% active; purified Mm-Cpn ATPase, ADP Transcreener TR-FRET; note: potency is the fitted concentration of half-maximal effect; % is set by controls: 0 for no effect and ±100 for the full control effect; nearly all actives have a fitted effect of over 80% in size
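Quantitative HTS used 25 nM Mm-CPN and 10 uM ATP in magnesium/KCl Tris buffer, pH 7.4, with 1 mM DTT. Hydrolysis ran 30 min at 37°C; ADP was read by HTRF.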
CCT chaperon mod = cytosolic chaperonin activity modulation; purified chaperonin ATPase assay, HTRF ADP detection, 30 min; activity change, % (no concentration beside the values), hits read low; 360,000 tested, 0.3% active; in the data active = activity change below about -30%; note: % is set by controls: 0 for no effect and ±100 for the full control effect
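We incubate TRiC, 40 or 20 nM final, with library compounds at 76 uM and 10 uM ATP for 30 min at 37 °C. ADP formed is detected with Transcreener HTRF reagents after 30 min at room temperature.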
S2 tox = reduces viability in counter-screen for ATXN expression inhibitors; S2 cells (HEK-293 line with an ATXN2-luciferase reporter) viability, CellTiter-Fluor protease fluorescence, 24 h; Potency, µM (doses to about 56.7 µM), most hits filed as cytotoxic; 400,000 tested, 0.49% active; AID 651635; note: potency is the fitted concentration of half-maximal effect; nearly all actives have a fitted effect of over 40% in size
Nrf2 activator = activators of Nrf2 (ARE) signaling; AREc32 ARE-luciferase reporter (MCF7-derived line), luminescence, 24 h; Potency, µM (top dose mostly 46.1 µM), for the others: top-dose activation, usual class: activators; 410,000 tested, 0.31% active; AID 624171; note: potency is the fitted concentration of half-maximal effect; % of control where 0% means no effect; nearly all actives have a fitted effect of over 65% in size
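Steps: seed AREc32_Fluc cells (1000/well, 5% FBS OPTI-MEM); incubate overnight at 37 deg C; add 23 nL compound; incubate 24 hr; add Steady-Glo; hold 30 min RT; read luminescence.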
Akt phos inh = blocks phosphorylation of Akt. activity change, % for hits at 50 µM. AID 651550. Neuro2A IGF-stimulated pAkt S473 HTRF, 20 min; active compounds read low. 360,000 tested, 0.32% active; in the data active = activity change below about -80%; inconclusive = mostly about -51% to -80%; note: % is set by controls: 0 for no effect and ±100 for the full control effect
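Single-point screen (50 µM final compound) in Neuro2A cells stimulated 20 min with 6 nM IGF at 37 deg C. After lysis, Ser473-phosphorylated Akt read by HTRF (ex 330 nm, em 615/665 nm) as the 665/615 ratio.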
An asterisk follows results filed as active; i = inactive; ? = inconclusive; . = no result given; [ ] = dose if it differs, or a comment. Unless noted, calls come from the whole dose curve; as a rule, active = well fitted curve in the direction sought with a large enough effect; inconclusive = small, poorly fitted or top-dose-only effect, or another doubt; inactive = no such curve, though single readings can be large; an effect the other way counts as inactive or inconclusive. Compounds were not picked by outcome, and some 4.4% of all compounds hit somewhere here.

SMILES	TGFb inhibitor	A549 tox	HepG2 tox	Nrf2 inh	Mm-Cpn inhibitor	CCT chaperon mod	S2 tox	Nrf2 activator	Akt phos inh
CCc1ccccc1S(=O)(=O)Cc1ccc(C(=O)NC2CCCC2)o1	4%	-4%	-1%	1%	2%	-2.7	?	0.3%	i
CCOC(=O)N/N=C\c1ccc([N+](=O)[O-])o1	?	-2%	-49%	9%	2%	4.3	?	2.8%	i
CCCNC(=O)C1(C)CCCN(C(=O)COc2ccc(C(C)(C)C)cc2)C1 (stereo unspecified)	-3%	.	-13%	.	.	1.1	i	2.2%	i
CC(C)C[C@@H]1COc2cc(N(C)CCO)ccc2S(=O)(=O)N1	.	.	.	.	.	1.8	i	-0.3%	i
COc1ccccc1Cc1c(-c2ccc(OC)c(OC)c2)nc2c3ccccc3ccn12	-57%	.	-13%	.	.	2.4	.	-1.1%	i
COc1ccc(C(=O)N2CCN(Cc3ccccc3C)CC2)cc1OC	0%	-1%	-2%	-20%	-1%	0.7	i	-0.9%	i
c1ccc(OCCOc2ccccc2-c2nnco2)cc1	-2%	3%	4%	?	0%	-1.7	i	3.0%	i
COC(=O)c1ccc(CSc2cc(C)c3ccccc3n2)o1	1%	-2%	-2%	-9%	?	-7.8	.	2.3%	i
CCOc1ccc(CCNC(=O)c2cc3sccc3n2C)cc1OCC	-12%	-5%	-11%	?	1%	-0.9	?	-0.3%	i
Cc1c(C(=O)N/N=C/c2ccccc2)[nH]c2ccc(Cl)cc12	?	1%	-31%	12%	1%	0.9	?	0.7%	i
COc1cc2cc(CCCOC(=O)c3ccc(F)cc3)oc(=O)c2cc1OC	17%	12%	1%	-5%	0%	-1.3	i	0.2%	i
Cc1nc2ccccc2nc1CSc1nnc(N)s1	0%	-1%	5%	.	0%	-2.6	i	-0.2%	i
O=C(CCC(=O)N(c1ccccc1)C(C(=O)NC1CCCC1)c1ccncc1)Nc1cccnc1 (stereo unspecified)	30%	-7%	3%	10%	1%	-0.4	i	0.2%	i
CC(C)(C)c1ccc(NC(=O)N2CCCN(c3ccc([N+](=O)[O-])cn3)CC2)cc1	-6%	?	9%	?	-1%	-0.4	i	1.4%	i
COC(=O)c1ccccc1S(=O)(=O)N1CCC(C(=O)OC(C)C(=O)N(C)Cc2ccccc2)CC1 (stereo unspecified)	?	-2%	-21%	?	.	-2.4	i	0.0%	i
Nc1nonc1-n1nnc(C(=O)N/N=C/C2CC=CCC2)c1CSc1ccccc1 (stereo unspecified)	-3%	0%	-2%	-1%	-1%	-5.3	i	-0.7%	i
Cn1c(=O)c2c(ncn2CC(=O)OCC(=O)Nc2ccc(Cl)cc2)n(C)c1=O	25%	-12%	28%	?	2%	-0.1	i	-0.1%	i
CC(C)COC(=O)c1ccccc1N1C(=O)C2C3CCC(C3)C2C1=O (stereo unspecified)	-1%	4%	-2%	0%	2%	1.8	i	-0.3%	i
COc1ccc(NCC(=O)N/N=C/c2cc([N+](=O)[O-])ccc2N2CCCC2)cc1	16%	-27%	3%	-14%	0%	-2.7	i	4.9%	i
COc1ccc(-c2nc3c(c(=O)n(C)c(=O)n3C)n2CC2CC(c3ccccc3)=NO2)cc1OC (stereo unspecified)	6%	1%	-12%	-6%	.	0.7	i	0.1%	i
Clc1ccc(Sc2cnc3ccccc3n2)cc1	0%	11%	-3%	?	.	1.1	i	2.6%	?
COc1ccc(NC(=O)c2cc3ccccc3o2)cc1OC	-5%	0%	3%	?	-1%	-2.1	i	3.1%	i
CCOc1cc(/C=C2/SC(=S)NC2=O)ccc1OC(=O)c1ccco1	14%	?	-27%	26%	-2%	-1.6	?	14%	i
CC(Oc1coc(CN2CCN(C(=O)c3ccco3)CC2)cc1=O)c1ccccc1 (stereo unspecified)	8%	4%	-21%	0%	-1%	1.8	i	0.7%	i
Cc1ccc(C(=O)Nc2cc(Cl)ccc2N2CCCCC2)s1	-2%	27%	-6%	.	1%	-1.3	i	-0.2%	i
COc1cc(OC)c(C(=O)N(CCc2ccccc2)Cc2ccccc2)cc1OC	-10%	-4%	-23%	-12%	-2%	0.0	?	0.4%	i
O=C(NCc1ccncc1)[C@@H]1CCCN1C(=O)[C@@H]1CCCN1C(=O)c1cccs1	.	.	.	.	.	1.0	i	-0.3%	i
CCOc1ccc(OCCC(=O)OCC(=O)N2CCN(S(=O)(=O)c3ccc(Cl)cc3)CC2)cc1	?	-1%	-8%	-12%	1%	-0.4	i	-1.3%	i
COc1ccc(CCNC2=C(Cl)C(=O)N(CCc3ccccc3)C2=O)cc1OC	-3%	-11%	-21%	?	-1%	-1.9	i	-0.8%	i
CCOC(=O)N1CCN(C(=O)C2CCC(=O)N(CCCN3CCCC3=O)C2)CC1 (stereo unspecified)	4%	-4%	7%	4%	0%	0.6	i	-0.4%	i
Cn1c(SCC(=O)Nc2ccc3c(c2)OCCO3)nnc1C1CC1	11%	-18%	17%	-8%	-1%	0.9	i	1.6%	i
O=C(CN1C(=O)c2cccc3cccc1c23)Nc1ccc(S(=O)(=O)Nc2nccs2)cc1	6%	3%	3%	10%	-2%	2.0	.	-0.3%	.
Cc1ccc(S(=O)(=O)N2CCN(C(=O)COC(=O)C3CCC3)CC2)c(C)c1	-3%	2%	-1%	-5%	0%	0.2	i	0.4%	i
COc1ccc(C(C)=O)cc1CSCCC#N	0%	1%	-4%	.	0%	-4.1	i	1.5%	i
O=C(Nc1ccccc1)c1ccc(COc2ccccc2)cc1	-9%	1%	-6%	2%	1%	-4.3	i	-0.5%	i
COCCn1cc(-c2csc(N)n2)c2ccccc21	13%	5%	3%	-7%	-1%	1.4	?	0.9%	i
CN(c1ccc(C(=O)N2CCOCC2)cc1)S(=O)(=O)c1cccs1	15%	-2%	1%	0%	2%	-0.5	i	-1.0%	i
O=C(OCc1csc(Nc2ccccc2)n1)c1ccc(Cl)cc1	-20%	-1%	-3%	-3%	-4%	-1.3	i	2.8%	i
COc1ccc(OCC(=O)Nc2ccc(S(=O)(=O)Nc3nc(C)cc(C)n3)cc2)cc1	0%	0%	-13%	13%	2%	1.5	i	-0.4%	i
CCc1c(-c2ccccc2)nc2ccccc2c1C(=O)NC(C)c1ccccc1 (stereo unspecified)	?	0%	-15%	.	.	.	.	-0.3%	.
CCNc1nc(Cl)nc(NNC(=O)C(C)Oc2ccccc2)n1 (stereo unspecified)	-7%	8%	-5%	-9%	0%	0.0	i	4.1%	i
CC(Sc1nc2ccccc2s1)C(=O)c1c(N)n(C)c(=O)n(C)c1=O (stereo unspecified)	-2%	2%	-21%	?	-1%	-9.9	i	-0.3%	i
CC(=O)Nc1ccc(NC(=O)Cn2c(=O)ccc3cc(S(=O)(=O)N4CCC(C)CC4)ccc32)cc1	-5%	-12%	2%	.	.	.	i	-0.2%	.
COc1ccc(C2/C=C\CN(C(=O)CC(C)(C)C)C(C)C(=O)N2Cc2ccc(F)cc2)cc1 (stereo unspecified)	-2%	-15%	-18%	1%	.	.	.	.	.
CC(C)(C)NC(=O)COC(=O)c1ccc(Cl)c(S(N)(=O)=O)c1	-4%	1%	-1%	-9%	1%	4.0	i	-0.4%	i
CCCCn1c(=NC(=O)c2cccnc2)c(C#N)cc2c(=O)n3cccc(C)c3nc21	11%	?	-1%	5%	-2%	-1.9	i	0.0%	i
Cc1csc(NC(=O)CSc2nncn2C)n1	-10%	-2%	8%	.	1%	1.3	i	0.0%	?
S=C(c1ccc[nH]1)N1CCOCC1	0%	-19%	-14%	0%	-3%	-3.5	i	-0.3%	i
CNC(=O)c1c(NC(=O)c2ccc(S(=O)(=O)N3CCCc4ccccc43)cc2)sc2c1CCN(C)C2	7%	4%	-36%	-4%	-6%	-7.9	i	-0.2%	i
NS(=O)(=O)c1cccc(NC(=O)COC(=O)CCN2C(=O)c3ccccc3C2=O)c1	1%	0%	-3%	2%	-2%	-14	i	0.3%	i

Next part:
SMILES	TGFb inhibitor	A549 tox	HepG2 tox	Nrf2 inh	Mm-Cpn inhibitor	CCT chaperon mod	S2 tox	Nrf2 activator	Akt phos inh
Cc1ccc(N(CC(=O)Nc2ccccc2-c2ccccc2)S(=O)(=O)c2ccccc2)cc1	-8%	-14%	-14%	.	0%	1.6	i	3.5%	i
COc1ccc(-c2ccnc3c(Br)c(C)nn23)cc1	-9%	0%	0%	-18%	-8%	1.3	i	5.1%	i
COc1cccc(N2CCN(C(=O)c3c4c(nc5ccccc35)C(=O)N(C3CCCCC3)C4)CC2)c1	38%[activator]	-1%	4%	-8%	.	.	.	6.0%	.
CC(C)CCNC(=O)c1sc2ccc(S(=O)(=O)N3CCCCC3)cc2c1N	-22%	-17%	-18%	?	-26%	-5.9	?	0.7%	i
Nc1ncnc2c1ncn2C1O[C@H](CO)[C@@H](O)[C@@H]1O (stereo partly specified)	3%	-11%	26%	1%	-3%	-0.3	i	0.0%	i
Cc1ccc2c(CN3CCN(CCO)CC3)cc(=O)oc2c1	10%	-7%	-3%	-4%	1%	-0.5	i	0.1%	i

Two consecutive records out of the list so far:
SMILES	TGFb inhibitor	A549 tox	HepG2 tox	Nrf2 inh	Mm-Cpn inhibitor	CCT chaperon mod	S2 tox	Nrf2 activator	Akt phos inh
CC(Sc1nc2ccccc2s1)C(=O)c1c(N)n(C)c(=O)n(C)c1=O (stereo unspecified)	-2%	2%	-21%	?	-1%	-9.9	i	-0.3%	i
CC(=O)Nc1ccc(NC(=O)Cn2c(=O)ccc3cc(S(=O)(=O)N4CCC(C)CC4)ccc32)cc1	-5%	-12%	2%	.	.	.	i	-0.2%	.
